Screening data as filed in PubChem BioAssay.
CIT2 TOR yeast: modulators of CIT2-GFP expression in yeast, primary screen, S. cerevisiae, GFP fusion, multiplex flow cytometry, MLPCN library; S. cerevisiae CIT2-GFP strain, 3 h; 100 means same as DMSO wells; GFP response vs DMSO, % at 10 µM; actives 0.065% (n = 320,000);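 active = GFP response relative to DMSO above a set limit, near the screen mean plus 3 SD, cut at about 150% in these data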;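 note: ratio of well median GFP fluorescence to mean of DMSO wells on the plate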
VLA-4 inh: inhibition in human VLA-4 binding assay, primary screen, VLA-4 allosteric modulator project, MLPCN library, flow cytometry, VLA-4 expressing cells; ligand binding flow cytometry; actives 0.2% (n = 330,000); Integrin alpha-4 (Homo sapiens), P13612; AID 2557, 2010; inhibition, % (about 7 µM as worked out from the volumes in the protocol); in the data active = inhibition above about 50%
MEP2 TOR yeast: modulators of MEP2-GFP levels in yeast, primary screen, S. cerevisiae, multiplex flow cytometry, MLPCN library; GFP response vs DMSO, % at 10 µM; AID 2016, 2009; S. cerevisiae MEP2-GFP strain, 3 h; 100% = DMSO control level; actives 0.51% (n = 330,000);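 active = GFP response versus DMSO above a set limit, roughly screen mean plus 3 SD, cut at about 180% in these data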;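 note: median GFP fluorescence of the barcode-gated MEP2-GFP cells per well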
AGP1-GFP MLPCN: modulators of AGP1-GFP expression in yeast TOR pathway, primary screen, cell-based, multiplex flow cytometry, S. cerevisiae, MLPCN library; actives 0.02% (n = 320,000); GFP response vs DMSO, % at 10 µM; 3 h; GFP as percent of DMSO wells;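 active = GFP response relative to DMSO above a set limit, near screen average plus 3 SD, cut at about 150% in these data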;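 note: median GFP channel fluorescence of the gated AGP1 strain per well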
Yeast superoxide: reduction of superoxide in aged yeast, primary screen, HTS; S. cerevisiae aged cells, superoxide DHE fluorescence; active compounds read low; actives 0.18% (n = 330,000); superoxide response (% of plate mean), % at 10 µM;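 active = superoxide response under a set limit, about three screen SD below normal, cut at about 65% in these data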;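 note: yeast aged for seven days with compound at 30 °C before DHE staining; 100% = average MFI of all compound-treated wells on the plate with controls excluded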
LAP4 TOR yeast: modulators of LAP4-GFP expression in yeast, primary screen, S. cerevisiae, multiplex flow cytometry, MLPCN library; actives 0.34% (n = 320,000); GFP response vs DMSO, % at 10 µM; AID 2023, 2009; 3 h; median GFP as percent of DMSO wells;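 active = GFP response vs DMSO above a set limit, about the screen mean plus 3 SD, cut at about 150% in these data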
RPL19A TOR yeast: RPL19A-GFP expression modulators in yeast, primary screen, cell-based, S. cerevisiae, multiplex flow cytometry, MLPCN. S. cerevisiae RPL19A-GFP strain, 3 h; active compounds read low. actives 0.3% (n = 330,000). percent response vs DMSO, % at 10 µM;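 active = percent response vs DMSO below 50%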;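 note: median channel GFP fluorescence of the barcoded RPL19A-GFP strain; ratio of sample median GFP to plate DMSO average so 100% = DMSO; lower means less RPL19A-GFP as with rapamycin TOR inhibition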
GRK2 aptamer HTS: compounds blocking aptamer binding on GRK2 – biochemical, human GRK2, bead flow cytometry, HTS, primary screen; Beta-adrenergic receptor kinase 1 (Homo sapiens), P25098; FAM-aptamer displacement from GRK2; inhibition of aptamer binding, % at 10 µM; actives 0.59% (n = 330,000); AID 488847, 2010;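 active = inhibition of aptamer binding above 40%, roughly 3 SD of noise, on plates passing a quality check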;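 note: median bead fluorescence of bound FAM aptamer so fluorescent compounds give negative values; no value below 0 was filed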
Target sequence (P25098 whole entry, looked up): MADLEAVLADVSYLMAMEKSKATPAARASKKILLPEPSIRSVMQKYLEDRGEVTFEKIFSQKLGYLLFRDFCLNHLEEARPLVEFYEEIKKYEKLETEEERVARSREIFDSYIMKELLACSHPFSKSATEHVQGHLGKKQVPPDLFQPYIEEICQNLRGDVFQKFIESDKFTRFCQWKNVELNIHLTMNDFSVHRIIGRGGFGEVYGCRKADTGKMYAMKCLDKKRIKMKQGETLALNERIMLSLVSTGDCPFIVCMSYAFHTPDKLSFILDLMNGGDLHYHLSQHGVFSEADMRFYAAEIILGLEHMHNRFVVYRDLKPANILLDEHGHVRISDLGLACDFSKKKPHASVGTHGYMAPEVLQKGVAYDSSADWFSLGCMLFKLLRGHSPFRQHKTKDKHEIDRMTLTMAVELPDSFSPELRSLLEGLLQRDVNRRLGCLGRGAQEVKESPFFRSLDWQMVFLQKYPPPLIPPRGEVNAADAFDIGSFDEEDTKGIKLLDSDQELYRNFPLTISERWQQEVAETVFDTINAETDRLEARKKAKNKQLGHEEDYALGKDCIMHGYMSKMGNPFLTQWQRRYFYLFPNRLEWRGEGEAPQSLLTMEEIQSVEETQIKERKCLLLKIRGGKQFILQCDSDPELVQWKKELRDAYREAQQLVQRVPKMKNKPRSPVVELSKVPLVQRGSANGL
* marks the source's active call; other numbers are inactive results; / = not tested or not shown. Not a hit list (roughly 1.7% active in at least one column).

SMILES	CIT2 TOR yeast	VLA-4 inh	MEP2 TOR yeast	AGP1-GFP MLPCN	Yeast superoxide	LAP4 TOR yeast	RPL19A TOR yeast	GRK2 aptamer HTS
CC[C@@H](C)[C@@H]1CN([C@@H](C)CN2CCC[C@H]2CN2C(N)=NC[C@@H]2Cc2ccccc2)C(=N)N1CCc1ccc(Cl)c(Cl)c1	106	7	106	115	117	112	105	0
O=C(O)c1[nH]c2ccc([N+](=O)[O-])cc2c1-c1ccccc1	113	20	98	110	99	107	97	0
CCOc1c(C)cc(S(=O)(=O)NCc2cccnc2)c(C)c1C	109	15	116	108	101	104	107	0
COC(=O)C1C(=O)C2=C(CC1C)NC(C)=C(C(=O)OC(C)C)C2c1ccc(OC)c(O)c1 (stereo unspecified)	91	-5	105	98	97	99	95	1
CN(CCCC(=O)NCc1ccccc1)S(=O)(=O)c1ccc([N+](=O)[O-])cc1	105	1	99	97	102	83	98	0
N#C/C(=C\c1ccc(OCc2ccccc2)cc1)C(N)=O	83	12	91	89	103	99	93	1
O=C(COC(=O)c1ccc(O)cc1)Nc1ccc(Cl)cc1	95	9	99	102	93	102	98	1
Cc1ccc(C(=O)C(C)OC(=O)Cn2cnc3c2c(=O)n(C)c(=O)n3C)cc1 (stereo unspecified)	89	5	96	98	99	105	95	3
CC(NC(=O)Cn1nc(-c2ccccc2)ccc1=O)c1ccccc1 (stereo unspecified)	86	18	97	102	93	105	94	5
NC(=O)C1CCCN(S(=O)(=O)c2ccc3ccccc3c2)C1 (stereo unspecified)	100	2	96	98	90	75	103	1
Cc1cc(NC(=O)c2sccc2C)n(-c2cccc(Cl)c2)n1	88	14	92	85	104	92	93	0
O=C(CCSc1ccc(Br)cc1)c1ccc(O)cc1	84	41	100	99	110	98	102	4
COc1ccc(-c2noc(COc3ccc(Cl)c(C)c3)n2)cc1	99	26	102	102	103	111	103	0
O=c1cc(N2CCCCC2)c(-c2ccccc2)nn1Cc1ccccc1Cl	87	14	100	97	104	102	95	2
CCN(CC)CCCN=C1N[C@@H](c2cccc(C(F)(F)F)c2)C(C(=O)OC)=C(C)N1CC	98	10	99	103	98	104	100	0
CCOC(=O)C1CCCN(C(=O)CCn2nc(-c3ccccc3)ccc2=O)C1 (stereo unspecified)	97	5	108	103	86	103	100	0
Cc1ccc(-c2nc(N)s[n+]2-c2ccccc2)cc1	93	-7	105	103	89	116	101	0
CCc1ccc(N=Nc2ccc(O)c3[nH]cnc23)cc1	114	-353	113	95	107	98	101	4
CCOC(=O)c1cc(NC(=O)CSCCO)ccc1Cl	102	-8	105	101	92	100	102	3
CSCC(=O)NC1CCCc2c1cnn2-c1ccc(C)c(C)c1 (stereo unspecified)	98	-2	105	97	99	94	101	2
COC(=O)c1cccc(Nc2ccc([N+](=O)[O-])cn2)c1	99	4	105	88	118	93	99	1
CCc1nccn1CCC(=O)N1CCCC(Nc2ccc(F)cc2)C1 (stereo unspecified)	95	-119	104	97	110	93	97	0
COc1ccc(C(=O)Nc2ccnn2C2CCN(C(=O)C3CCOC3)CC2)cc1 (stereo unspecified)	105	8	99	105	93	99	104	1
CCN(CC)C(=O)CSc1nnc(CNc2ccc(F)cc2)n1Cc1ccco1	102	-1	107	99	95	107	105	5
CC1CCCC(C)N1C(=O)CSc1nnc(-c2c[nH]c3ccccc23)o1 (stereo unspecified)	102	20	107	101	130	103	101	0
OC(CNc1nc(-c2cccnc2)nc2ccccc12)c1ccccc1 (stereo unspecified)	102	-13	105	107	101	121	101	0
COc1ccc(NC(=O)CCCN(C)S(=O)(=O)c2ccc(C)cc2)cc1	108	-6	97	104	101	99	105	0
CCCOC(=O)/C(C)=N\NC(=O)c1ccco1	87	10	94	89	90	91	89	2
CCOc1ccc(N(CC(=O)NC2CCCC2)C(=O)CCC(=O)Nc2nccs2)cc1	107	9	105	104	88	92	102	0
CCCc1ccc(OCc2ccc(C(=O)O)o2)c(OC)c1	108	3	101	109	110	104	106	0
Cc1ccc(C(=O)OCC(=O)NC(C)C2CC3CCC2C3)cc1N (stereo unspecified)	97	6	104	93	111	97	94	0
COCCCNC(=O)C1c2ccccc2Oc2ccccc21	106	5	108	103	94	89	102	2
Cc1nc([N+](=O)[O-])c(NCCO)n1Cc1ccccc1	97	54*	103	100	107	101	96	0
COc1ccc(C(=O)Nn2cc3c(c2-c2ccccc2)c(=O)n(C)c(=O)n3C)cc1	102	9	102	103	116	113	97	2
CN(Cc1nc2ccccc2n1C)C(=O)c1cccs1	99	6	102	111	97	99	101	1
NNC(=O)c1snnc1-c1ccccc1	93	3	93	97	98	96	97	1
O=C(COC(=O)c1ccc(Cl)c(S(=O)(=O)N2CCCC2)c1)NC1CCCC1	106	-12	99	102	110	97	99	25
O=C(NCCC1=CCCCC1)C1CCC(CNS(=O)(=O)c2ccccc2)CC1 (stereo unspecified)	105	2	76	105	94	88	100	0
O=C1N(c2cccc3ccccc23)C(c2ccccc2)N2CCCN12 (stereo unspecified)	106	0	100	95	92	95	107	0
O=C(COC(=O)c1cc([N+](=O)[O-])ccc1NCc1ccccc1)NCc1ccccc1Cl	101	-1	109	101	110	97	105	3

Complete entries, looked up by structure. Order of screens: CIT2 TOR yeast, VLA-4 inh, MEP2 TOR yeast, AGP1-GFP MLPCN, Yeast superoxide, LAP4 TOR yeast, RPL19A TOR yeast, GRK2 aptamer HTS
CC1CCCC(C)N1C(=O)CSc1nnc(-c2c[nH]c3ccccc23)o1 (stereo unspecified) is listed with 102, 20, 107, 101, 130, 103, 101, 0
O=C(O)c1[nH]c2ccc([N+](=O)[O-])cc2c1-c1ccccc1 is listed with 113, 20, 98, 110, 99, 107, 97, 0
CCN(CC)CCCN=C1N[C@@H](c2cccc(C(F)(F)F)c2)C(C(=O)OC)=C(C)N1CC is listed with 98, 10, 99, 103, 98, 104, 100, 0

Other compounds follow.
SMILES	CIT2 TOR yeast	VLA-4 inh	MEP2 TOR yeast	AGP1-GFP MLPCN	Yeast superoxide	LAP4 TOR yeast	RPL19A TOR yeast	GRK2 aptamer HTS
Cc1ccccc1-c1nnn(CC(=O)Nc2cccc(S(N)(=O)=O)c2)n1	100	14	103	96	105	99	97	1
CC(C)Oc1ccc(C(=O)NNC(=O)c2ccccc2C(=O)O)cc1	101	9	104	104	85	94	101	2
CC(=O)c1sc(NS(=O)(=O)c2ccc(C)cc2)nc1C	87	5	94	93	102	101	92	4
Cc1ccc(OCCOC(=O)c2cc(S(=O)(=O)N3CCCCC3)ccc2N2CCOCC2)cc1	100	39	108	110	88	107	101	2
Cc1nn(-c2ccccc2)c2c1C1(C(=O)N3c4c(cccc41)C(C)CC3(C)C)C(C#N)=C(N)O2 (stereo unspecified)	90	-1	95	90	93	98	89	0
CC(C)OP(=O)(OC(C)C)C(Nc1ccccc1)c1cccnc1 (stereo unspecified)	97	2	93	102	95	99	94	2
COCc1[nH]nc2c1C1(CCC3(CC1)OCCO3)C(C#N)=C(N)O2	90	6	101	98	100	91	99	2
O=C(/C=C/c1ccc(Cl)c([N+](=O)[O-])c1)c1cccnc1	72	15	81	78	119	236*	80	1
CCOc1ccccc1N(CC(=O)NCCc1ccc(OC)c(OC)c1)S(=O)(=O)c1ccccc1	116	-7	104	109	86	98	104	2
CC(Oc1cccc(Cl)c1)C(=O)Nc1ccncc1 (stereo unspecified)	107	-3	117	101	111	100	108	2
O=C(Nc1ccccc1F)c1cc(Cl)sc1Cl	105	11	102	98	114	91	105	0
O=C(NC1(C(F)(F)F)N=C2SCCN2C1=O)C1CCCCC1 (stereo unspecified)	94	9	101	101	107	93	101	0
COc1ccc(OCc2cc(C(=O)N(C)Cc3cc(C4CC4)n[nH]3)no2)c(Cl)c1	93	-1	102	98	104	104	107	17
CCN1CCN(Cc2ccccc2NC(=O)Nc2ccc(C)cc2)CC1	114	1	110	105	108	102	105	0
CC(C)Cc1nnc(NC(=O)CN2C(=O)C3CCCCC3C2=O)s1 (stereo unspecified)	96	0	97	97	94	90	96	0
COc1cc(NC(=O)COc2ccccc2Cl)ccc1NC(=O)c1cccs1	99	7	107	98	103	109	98	2
N#CC1(NC(=O)COc2ccc3ccc(=O)oc3c2)CCCCC1	103	-3	98	113	97	104	99	0
O=S(=O)(c1ccc2nc(Cc3ccccc3)[nH]c2c1)N1CCOCC1	103	24	98	99	90	102	95	0
CCC1(C)Cc2ccccc2-c2c1c(=O)n(Cc1ccccc1)c1nnnn21 (stereo unspecified)	100	-14	107	92	125	95	92	1
O=C1CN(C(=O)CSc2nnnn2C2CC2)c2ccccc2N1	96	0	100	98	101	105	98	0
Cn1nnnc1SCC(=O)N1N=C(c2cccs2)CC1c1cccs1 (stereo unspecified)	94	8	99	102	100	108	97	1
CCN(C(=O)c1cc2cccc(OC)c2oc1=O)c1ccccc1	95	-2	97	/	109	102	98	1
Cc1ccc(C2=CC(c3ccc(C)cc3)n3ncnc3N2)cc1 (stereo unspecified)	88	-7	96	97	91	121	93	2
O=C(NC1(C(=O)NC2CCCCC2)CCCCC1)c1ccc2c(c1)OCO2	96	1	109	103	100	99	101	0
CC1CCCN(C(=O)c2cccc(S(=O)(=O)Nc3cc(C(F)(F)F)ccc3Cl)c2)C1 (stereo unspecified)	82	14	95	92	108	93	98	0
COc1ccc(-c2[nH]ncc2CN2CCC(c3ccncc3)CC2)cc1F	74	0	98	101	107	88	97	0
Cc1ccc(NC(=O)CCC(=O)NCCO)cc1	86	4	93	94	93	92	89	0
CCSc1nc2ccccc2n1Cc1ccccc1F	91	-4	94	91	107	86	96	0
COc1ccc(S(=O)(=O)N2CCC(C(=O)NCCCN3CCOCC3)CC2)cc1	99	19	95	100	85	95	96	0
COC(=O)c1ccc(C(=O)OC)c(NC(=S)N2CCCC(C)C2)c1 (stereo unspecified)	107	-7	99	99	112	92	107	0
O=C(c1ccc(F)cc1F)N1CCCC(c2nc(-c3cccs3)no2)C1 (stereo unspecified)	91	5	106	99	104	100	101	1
CCOC(=O)/C(C#N)=C1/C=CN(C)C=N1	107	9	97	102	109	92	99	3
COc1ccc(N2CCCCn3c2nc2c3c(=O)n(C)c(=O)n2C)cc1	92	18	97	100	102	107	98	1
CC(OC(=O)CN1C(=O)NC2(CCCC2)C1=O)C(=O)c1ccccc1 (stereo unspecified)	95	12	100	100	130	106	101	0
COc1ccccc1NC(=O)c1nc(S(=O)(=O)Cc2ccccc2)ncc1Cl	103	23	114	108	99	116	107	3
C[n+]1c(-c2ccccc2)sc([S-])c1-c1ccccc1	89	1	97	101	106	107	91	0
CCn1c(CC(=O)Nc2ccc(C)cc2)nnc1SCC(=O)NCCc1ccccc1	95	14	101	102	128	102	96	0
CC(=O)Nc1cccc(/C(C)=N/NC(=O)c2ccc(O)cc2)c1	99	28	98	102	114	99	100	1
Clc1ncnc2scc(-c3ccccc3)c12	95	-7	107	102	94	113	102	0
Cc1ccc(C(=O)C2=C(O)C(=O)N(c3ncccn3)C2c2ccccc2F)o1 (stereo unspecified)	110	-9	103	106	136	105	106	2

Ordered by the number under MEP2 TOR yeast (falling): some entries from above
structure	MEP2 TOR yeast
O=C(NC1(C(=O)NC2CCCCC2)CCCCC1)c1ccc2c(c1)OCO2	109
COc1ccc(S(=O)(=O)N2CCC(C(=O)NCCCN3CCOCC3)CC2)cc1	95
Cc1ccc(NC(=O)CCC(=O)NCCO)cc1	93
